GAA glycogen: inhibitors or activators of human alpha-glucosidase glycogen cleavage | recombinant GAA, glycogen substrate, Amplex Red glucose oxidase fluorescence | Potency, µM (top dose mostly 76.4 µM), for inactives: top-dose activity change, negative = inhibition, actives largely listed as inhibitors | 0.38% of 300,000 active;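 note: 0% = full enzyme reaction and -100% = no-enzyme basal signal; the screen sought inhibitors and activators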
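Recombinant human enzyme (4 nM); glycogen substrate; 37 C, 40 min, pH 5.0. Readout: coupled glucose oxidase/Amplex Red fluorescence.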
aGlu spleen mod: lysosomal alpha-glucosidase (human) modulation | human spleen homogenate, 4-MU-alpha-glucoside fluorescence | Potency, µM (titrated, usually from 79.9 µM), for the others: at the top dose activity change, negative = inhibition, actives largely listed as inhibitors | 0.006% of 240,000 active | AID 2112;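 note: 0% = enzyme with vehicle and -100% = no enzyme basal signal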
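Human spleen homogenate (1 ug) with 4-methylumbelliferyl-alpha-D-glucopyranoside (1 mM final) in 50 mM citrate/phosphate pH 5.0, 0.01% Tween-20; 40 min at 37 C. Stopped at pH 10; 4-MU fluorescence Ex 365/Em 440 nm; AC50 by Hill fit.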
GoLoco inh red: blocks human Gai1 binding to RGS12 GoLoco peptide, red readout; 0.44% of 230,000 active; Gai1:RGS12 GoLoco peptide FP, rhodamine, 10 min; Potency, µM (doses to about 61.6 µM), for inactives: at the top dose activity, negative = inhibition, most hits filed as inhibitors; P63096; active = well fitted inhibition curve with a large enough effect, not every such curve was filed as active; inactive = no such curve, though single readings can be large or run the other way; note: % is set by controls: 0 for no effect and ±100 for the full control effect; nearly all actives have a fitted effect of over 30% in size; many of its hits are not listed in these tables
Target sequence (P63096 whole entry, looked up): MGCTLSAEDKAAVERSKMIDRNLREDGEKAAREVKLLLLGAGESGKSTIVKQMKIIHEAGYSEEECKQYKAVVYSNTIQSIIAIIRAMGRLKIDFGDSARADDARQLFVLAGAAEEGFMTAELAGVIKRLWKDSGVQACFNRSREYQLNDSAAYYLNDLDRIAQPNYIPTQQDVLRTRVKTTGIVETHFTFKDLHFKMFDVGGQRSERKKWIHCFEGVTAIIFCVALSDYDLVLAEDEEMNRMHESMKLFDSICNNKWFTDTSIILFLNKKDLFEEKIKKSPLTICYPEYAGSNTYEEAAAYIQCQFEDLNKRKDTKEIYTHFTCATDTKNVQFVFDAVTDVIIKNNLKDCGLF
HTT ATP protect: cytoprotection in Huntington HTT-Q103 PC12 cell model; PC12 HTT-Q103 induced, cytoprotection, ATP luminescence, 40 h; Potency, µM (titrated, usually from 56.4 µM), for the others: cytoprotection (ATP increase), hits mostly activators; 0.14% of 230,000 active; AID 1471;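 note: % of control where 0% means no effect; nearly all actives have a fitted effect of over 45% in size; toxic huntingtin expression switched on by the ecdysone agonist tebufenozide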
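Rat PC12, Q103 Htt exon1-GFP fusion, ecdysone promoter; tebufenozide inducer 100 nM final; compound titration; qHTS, 1500 cells/well; ATPlite luminescent read.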
HttQ103 aggreg: mutant huntingtin aggregation inhibition. PC12 HttQ103-GFP aggregates, Acumen cytometry, 40 h. Potency, µM (highest dose often 46.1 µM), without a hit: top-dose activity change, negative = inhibition, usual class: inhibitors. 1.1% of 220,000 active. AID 1688; note: % is set by controls: 0 for no effect and ±100 for the full control effect; nearly all actives have a fitted effect of over 60% in size
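Steps: seed 1500 PC12 HTTQ103-GFP cells/well; add tebufenozide, 100 nM final; add compound titration; add ATPLite reagent; quantify GFP aggregates by laser scanning cytometry.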
GAA inh: blocks human lysosomal alpha-glucosidase; P10253; purified human GAA, 4-MU-alpha-glucoside fluorescence; Potency, µM (series often up to 76.9 µM), for inactives: at the top dose activity change, negative = inhibition, hits mostly inhibitors; 0.005% of 200,000 active; AID 1466;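 note: plate controls were uninhibited enzyme wells for no effect and no-enzyme background for full effect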
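Fluorogenic assay: 4 nM human alpha-glucosidase with 400 uM 4-methylumbelliferyl-alpha-D-pyranoside in 50 mM citrate/phosphate, 0.005% Tween-20, pH 5.0, 20 min at room temperature. Compounds tested up to 77 uM; AC50 from Hill fits.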
IMPase Li cell: membrane-permeable IMPase blocker, potentiated with lithium. CHO-M1 cells, IP1 TR-FRET (IP-One), carbachol + lithium. 0.35% of 210,000 active. Potency, µM (top dose mostly 59.4 µM), inactives show top-dose activity, negative = IMPase inhibition, most hits filed as inhibitors. AID 1457;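 note: IP1 builds up when IMPase is blocked and the TR-FRET signal falls; plate controls were basal vehicle for no effect and high inhibitor control for full effect; nearly all actives have a fitted effect of over 50% in size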
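Concentration–response in CHO-M1 cells, lithium-potentiated; 30 min at 37C. IP1 detected by competitive TR-FRET after 10 min lysis at RT. Hill-fitted AC50.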
The depositor's hits bear a star; ? = inconclusive; / = no result given; & = joins results of further samples; [ ] = remark or other dose. Unless noted, calls come from the whole dose curve; as a rule, active = well fitted curve in the direction sought with a large enough effect; inconclusive = small, poorly fitted or top-dose-only effect, or another doubt; inactive = no such curve, though single readings can be large; an effect the other way counts as inactive or inconclusive. Potency is the fitted concentration of half-maximal effect.

| SMILES | GAA inh | aGlu spleen mod | HttQ103 aggreg | HTT ATP protect | GoLoco inh red | IMPase Li cell | GAA glycogen |
| --- | --- | --- | --- | --- | --- | --- | --- |
| Cc1ccc(S(=O)(=O)c2nc(Nc3nccs3)sc2Cl)cc1 | -4% | 1% | -20%[9.22 µM] | -9% | 20% | 17%[38.3 µM] | -9% |
| COC(=O)c1cccc(NC(=O)CSc2nnc(C)n2Cc2ccccc2)c1 | -6% | -2% | -1% | 10%[10 µM] | 9% | -1%[38.3 µM] | 2% |
| COc1cc(Cl)c(C)cc1NC(=O)CNC(=O)Cn1cnc2ccccc2c1=O | 4% | 0% | ? | 3%[10 µM] | 0% | -8%[38.3 µM] | 6% |
| O=C(O)c1ccc(O)cc1O | / | 0%&5% | / | -4%&-9% | -10%&-3% | 5%&-7% | / |
| CCOC(=O)Nc1ccc(C(=O)Oc2ccccc2)c(O)c1 | 5% | 0% | -19% | 5% | 3% | 24%[38.3 µM] | -3% |
| Clc1cccc(CSC2=NCCCN2)c1 | 1% | 2% | 8% | 0%[10 µM] | 11% | 9% | 1% |
| O=C(N/N=C/c1ccc(O)c([N+](=O)[O-])c1)c1ccncc1 | / | -2% | -17%[9.22 µM] | -8%[10 µM] | 7% | / | 0% |
| O=C1c2ccccc2C(=O)N1CCC(c1ccc(F)cc1)c1ccco1 (configuration not stated) | -13% | -12% | 12% | -11%[10 µM] | -1% | 23%[38.3 µM] | 0% |
| NS(=O)(=O)c1ccc(-c2ccc(/C=C3\SC(=S)N(C4CCS(=O)(=O)C4)C3=O)o2)cc1 (configuration not stated) | / | 2% | -5%[9.22 µM] | 1%[10 µM] | -43% | / | 1% |
| COc1cc(CNCC(O)c2ccccc2)ccc1OCc1ccc(Cl)nc1 (configuration not stated) | 1% | -3% | 11% | 4% | -7% | 16%[38.3 µM] | 22% |
| COc1cccc(C(=O)Nc2ccc(C(=O)O)cc2)c1 | -1% | 1% | 2% | -26% | / | / | 8% |
| COC(=O)c1ccc2c(c1)NC(=O)C(N1CCOCC1)S2 (configuration not stated) | 2% | 3% | 7% | -15%[0.074 µM] | 0% | 5%[38.3 µM] | 7% |
| O=C1Nc2c(c(=O)[nH]c(=O)n2-c2ccccc2F)C(C(F)(F)F)(C(F)(F)F)N1 | 4% | -3% | 17% | -15%[10 µM] | -2% | 0% | 2% |
| CCOc1ccc(NC(=O)CCS(=O)(=O)c2ccc3c(c2)CCCN3C(=O)CC)cc1 | 0% | -3% | 17% | 7%[10 µM] | -13% | 1%[38.3 µM] | 9% |
| O=C(Cc1cccs1)NCc1ccc(F)cc1 | 7% | -10% | -4% | -20%[0.074 µM] | 16% | -1%[38.3 µM] | 6% |
| Cc1c(NC(=S)N2CCN(c3cccc(Cl)c3)CC2)c(=O)n(-c2ccccc2)n1C | 2% | -1% | 6% | 11% | 13% | -2% | ? |
| O=C(c1ccc(N2CCN(C3CC(=O)N(Cc4cccs4)C3=O)CC2)cc1)c1cccnc1 (configuration not stated) | ? | -3% | -5% | / | -2% | 12% | -5% |
| CCc1nnc(NC(=O)CN2C(=O)CCC2=O)s1 | 6% | 0% | -21% | 17%[10 µM] | 8% | 0% | 9% |
| CC1=NN(C(=O)CCc2ccc3c(c2)OCO3)C(O)(C(F)(F)F)C1 (configuration not stated) | 0% | -1% | -11%[9.22 µM] | 5%[10 µM] | 20% | 4% | -4% |
| NCCC[C@@H](CC(=O)N[C@@H]1CCCC[C@H]1C(=O)N[C@H](CC(=O)N[C@@H](CCC(=O)O)CC(=O)O)Cc1c[nH]c2ccccc12)NC(=O)C[C@H](Cc1c[nH]c2ccccc12)NC(=O)[C@@H]1CCCC[C@H]1N | / | 2% | / | 10%[1.9 µM] | -7% | 12% | / |
| O=C(O)CCc1cc(I)c(Oc2ccc(O)c(I)c2)c(I)c1 | / | 6% | -22%[9.22 µM] | -25%[10 µM] | -4% | / | -1% |
| CCCc1nc(SCC(=O)N2CCCc3ccccc32)c2c(=O)n(C)c(=O)n(C)c2n1 | ? | -8% | ? | -4%[10 µM] | 2% | 47%[activator][38.3 µM] | -2% |
| O=C(Cn1ncc2c1-c1ccccc1OC2)Nc1cccc(Cl)c1 | -15% | -11% | 15% | 5% | 0% | 1%[38.3 µM] | 1% |
| CC(C)=CCc1c2c(c3occ(-c4ccc(O)cc4)c(=O)c3c1O)C=CC(C)(C)O2 | -4% | -2%&-2% | ? | -287%&-50%[inhibitor] | 2%&-5% | 14%&-17% | ? |
| NS(=O)(=O)c1ccc(CNC(=O)c2scc3c2CCCC3)cc1 | -2% | 11% | -6% | -3% | 2% | -3% | 5% |
| Cc1nc(C(=O)NCCC(C)C)sc1C1(C)CC(c2ccccc2)=NO1 (configuration not stated) | / | -1% | ? | -29%[10 µM] | -1% | / | 15% |
| CC1CCc2c(sc3ncn4c(SCC(=O)NCc5ccco5)nnc4c23)C1 (configuration not stated) | -5% | 2% | 3% | -16%[10 µM] | 9% | -2%[38.3 µM] | -1% |
| CC(C)Oc1cccc(C(=O)NC(=S)Nc2ccc(N3CCN(C)CC3)cc2)c1 | -6% | -5% | 22%[9.22 µM] | 7%[10 µM] | 10% | / | -13% |
| Nc1ccccc1N | / | -13% | / | -177%[inhibitor] | -6% | 20% | / |
| N/C(=N\OC(=O)c1ccc(Cl)cc1)c1ccc(Cl)cc1 | -7% | 4% | 10% | -10%[10 µM] | 18% | 5% | 1% |

Results in HttQ103 aggreg, GoLoco inh red and IMPase Li cell, for 3 of the compounds above:
Structure | HttQ103 aggreg | GoLoco inh red | IMPase Li cell
CCOC(=O)Nc1ccc(C(=O)Oc2ccccc2)c(O)c1 | -19% | 3% | 24%[38.3 µM]
Clc1cccc(CSC2=NCCCN2)c1 | 8% | 11% | 9%
O=C(N/N=C/c1ccc(O)c([N+](=O)[O-])c1)c1ccncc1 | -17%[9.22 µM] | 7% | /

(listing goes on)
| SMILES | GAA inh | aGlu spleen mod | HttQ103 aggreg | HTT ATP protect | GoLoco inh red | IMPase Li cell | GAA glycogen |
| --- | --- | --- | --- | --- | --- | --- | --- |
| CCOc1ccccc1-c1nc2c(C(C)(C)C)nn(C)c2c(=O)[nH]1 | -1% | -3% | -4%[9.22 µM] | 1%[10 µM] | -5% | -1% | 13% |
| CC(C)NC(=S)N1CCn2c(nc3ccccc32)C1 | 6% | -7% | 14% | -10%[10 µM] | 6% | -3% | -2% |
| CC1CCc2[nH]c3ccc(C(=O)NCCCOC(C)C)cc3c2C1 (configuration not stated) | 6% | 2% | 10% | 13% | -5% | 2% | -2% |
| O=c1[nH]c(CN2CCN(S(=O)(=O)/C=C/c3ccccc3)CC2)nc2ccccc12 | -12% | 6% | 17% | ? | 19% | 0% | 6% |
| NNC(=O)CNS(=O)(=O)c1ccc([N+](=O)[O-])cc1 | -3% | 1% | 17% | -42%[inhibitor] | 0% | 0% | 4% |
| Cc1ccc(C(C)C)c(OCCN)c1 | -2% | -5% | -18% | -31% | 3% | 6%[38.3 µM] | -6% |
| Cc1cc(C)cc(NC(=O)N2CCC(c3nc4ccccc4o3)CC2)c1 | -4% | -5% | -24% | 9%[1.9 µM] | 5% | 16%[38.3 µM] | -2% |
| CCc1ccc(N2CC(O)=C(c3nc4ccccc4c(=O)[nH]3)C2=N)cc1 | 6% | 2% | / | / | -2% | ? | 4% |
| O=C(c1ccccc1)N1CCN(CC(O)COC2CCCCC2)CC1 (configuration not stated) | 0% | 3% | 5% | 13%[10 µM] | -1% | 6% | -1% |
| Cc1ccc(NC(=O)CSc2nnc(COc3ccc(C#N)cc3)n2-c2ccccc2)cc1C | -8% | 2% | 0% | 18% | 9% | 8%[38.3 µM] | -5% |
| CC(C)N1CCN(Cc2ccc3c(c2)Cc2ccccc2-3)CC1CCO (configuration not stated) | ? | 2% | -8%[9.22 µM] | 8%[10 µM] | 13% | 17% | 23% |
| Cc1noc(C)c1-c1nc(NC2CCNCC2)c2ccccc2n1 | / | -12% | / | -1% | -7% | -3% | / |
| COc1ccc(-c2cn3c(C)c(C(=O)Nc4ccncc4)sc3n2)cc1 | 2% | -1% | ? | -29% | 43%[activator] | 5.6µM* | 7% |
| CCOC(=O)N1CCC(NC(=O)CC(NS(=O)(=O)c2ccc(C)cc2)c2ccco2)CC1 (configuration not stated) | 6% | -3% | 10% | -19%[10 µM] | -10% | 16%[38.3 µM] | -12% |
| Cc1cc(N(CC(=O)NC(C)C)S(C)(=O)=O)ccc1Br | 0% | 2% | -3% | 1%[10 µM] | -9% | 5% | 14% |
| O=C(CSCCO)Nc1cccc2ccccc12 | -3% | 4% | 7% | -59%[inhibitor] | 8% | 9%[38.3 µM] | 7% |
| Cc1c(C(=O)Nc2ccc3oc(-c4cccnc4)nc3c2)oc2ccccc12 | ? | 3% | 19% | -15% | 35%[activator] | ? | 17% |
| COc1ccc(/C=C/C(=O)Nc2ccccc2C)cc1S(=O)(=O)N1CCOCC1 | / | -4% | -8%[9.22 µM] | 8%[10 µM] | 6% | / | 1% |
| Cc1cccc(CCNS(=O)(=O)c2ccc3c(c2)n(C)c(=O)c(=O)n3C)c1 | -1% | -5% | -5% | -20% | -8% | 0%[38.3 µM] | -4% |
| CC1Cc2ccccc2N1Cc1nc2cc(C(F)(F)F)ccc2c(=O)[nH]1 (configuration not stated) | -8% | -8% | -18% | -48%[inhibitor] | 107%[activator] | -6%[38.3 µM] | -24% |
| Cn1c(=O)c(C(=O)Nc2ncccn2)c(O)c2ccccc21 | 4% | -16% | 5% | -67%[inhibitor] | 11% | -20%[38.3 µM] | 6% |

Arranged by value in GAA glycogen (high to low): 3 of the compounds above.
Compound | GAA inh | aGlu spleen mod | GoLoco inh red | IMPase Li cell | GAA glycogen
CCc1nnc(NC(=O)CN2C(=O)CCC2=O)s1 | 6% | 0% | 8% | 0% | 9%
O=C(Cn1ncc2c1-c1ccccc1OC2)Nc1cccc(Cl)c1 | -15% | -11% | 0% | 1%[38.3 µM] | 1%
CC1CCc2[nH]c3ccc(C(=O)NCCCOC(C)C)cc3c2C1 (configuration not stated) | 6% | 2% | -5% | 2% | -2%

Structures listed above that bear a hit mark in IMPase Li cell:
Structure | GAA inh | aGlu spleen mod | GoLoco inh red | IMPase Li cell | GAA glycogen
COc1ccc(-c2cn3c(C)c(C(=O)Nc4ccncc4)sc3n2)cc1 | 2% | -1% | 43%[activator] | 5.6µM* | 7%

A portion of the library (hit frequency here may not be typical).
